Source: PubChem (National Center for Advancing Translational Sciences (NCATS))
GLP1R ag: GLP-1 receptor (human) agonism. P43220. HEK293 GLP-1R CRE-luciferase, luminescence, 4-6 h; cells express a hypersensitive GLP-1R form. Potency, µM (series often up to 45.6 µM), inactives show at the top dose activation, most hits filed as activators. 380,000 compounds, 0.007% hits. AID 624172; note: potency is the fitted concentration of half-maximal effect; % of control where 0% means no effect
aSyn rescue: alpha-synuclein toxicity inhibition in yeast; Yeast expressing alpha-synuclein, growth rescue, BacTiter-Glo, 24 h; Potency, µM (titrated, usually from 46.1 µM), for inactives: top-dose growth rescue (activation), usual class: activators; 370,000 compounds, 0.14% hits; AID 652106; note: potency is the fitted concentration of half-maximal effect; % of control where 0% means no effect; nearly all actives have a fitted effect of over 65% in size
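Galactose-induced alpha-syn yeast (OD600=0.02, raffinose-pregrown) + pinned cpd, 24 hr, 30 deg C; growth by BacTiter-Glo luminescence. Growth restoration scores as activation.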
pAkt inh: blocks phosphorylation of Akt; Neuro2A IGF-stimulated pAkt S473 HTRF, 20 min; hits give low values; activity change, % for hits at 50 µM; 360,000 compounds, 0.32% hits; in the data active = activity change below about -80%; inconclusive = mostly about -51% to -80%; note: % is set by controls: 0 for no effect and ±100 for the full control effect
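Neuro2A cells in DMEM with 0.5% FBS, overnight at 37 deg C, given compound at single 50 µM final, then IGF (6 nM final) for 20 min at 37 deg C. Lysed; phospho-Akt Ser473 by HTRF after 24 h, 665/615 ratio.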
TDP43 rescue: inhibitors of TDP-43 toxicity in yeast | TDP-43 expressing yeast growth rescue, BacTiter-Glo, 24 h | Potency, µM (top dose mostly 46.1 µM), inactives show at the top dose growth rescue (activation), most hits filed as activators | 410,000 compounds, 1.8% hits; note: potency is the fitted concentration of half-maximal effect; % of control where 0% means no effect; nearly all actives have a fitted effect of over 50% in size
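Readout is BacTiter-Glo luminescence of cell growth, so inhibitors register as activators. TDP-43-expressing yeast at OD600=0.02 in galactose medium, after raffinose pregrowth to mid-log, were incubated with compound for 24 hr at 30 deg C.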
PTHR1 ag: PTHR1 (human) receptor agonism | Potency, µM (series often up to 115 µM), for the others: top-dose activation, hits mostly activators | AID 743266 | 410,000 compounds, 0.075% hits | HEK293 GP2 PTHR1 cells, GloSensor cAMP luminescence, 1 h; note: potency is the fitted concentration of half-maximal effect; nearly all actives have a fitted effect of over 55% in size; some results filed as inactive show a strong effect at the top dose; inactives centre near -15; many of its hits are not listed in these tables
Target sequence (Q03431 whole entry, looked up): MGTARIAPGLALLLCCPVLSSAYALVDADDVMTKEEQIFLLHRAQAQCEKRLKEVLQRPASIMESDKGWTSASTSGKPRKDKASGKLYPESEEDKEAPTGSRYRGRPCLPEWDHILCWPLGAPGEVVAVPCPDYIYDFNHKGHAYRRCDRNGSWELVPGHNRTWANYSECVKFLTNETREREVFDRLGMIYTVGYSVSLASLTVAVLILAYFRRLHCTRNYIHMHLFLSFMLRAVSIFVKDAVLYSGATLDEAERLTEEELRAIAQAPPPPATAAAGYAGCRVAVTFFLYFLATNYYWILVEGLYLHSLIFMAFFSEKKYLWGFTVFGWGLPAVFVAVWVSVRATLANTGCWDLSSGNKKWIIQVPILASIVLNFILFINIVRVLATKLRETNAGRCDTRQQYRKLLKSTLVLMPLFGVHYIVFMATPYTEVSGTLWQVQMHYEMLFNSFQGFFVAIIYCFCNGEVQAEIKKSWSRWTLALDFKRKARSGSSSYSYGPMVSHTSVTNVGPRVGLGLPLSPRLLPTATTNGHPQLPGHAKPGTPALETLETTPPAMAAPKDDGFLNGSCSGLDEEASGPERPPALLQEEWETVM
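HEK-293-derived GP2 cells expressing PTHR1 and a GloSensor cAMP reporter, 3,000/well, plated overnight, given luciferin plus IBMX (each 0.5 mM as added) for 1 h at 37 °C, then compound for 1 h at 37 °C. Luminescence was read after 15 min at room temperature.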
Abeta rescue: compounds reversing amyloid beta toxicity in yeast; yeast expressing A-beta42, growth rescue, OD600, 48 h; response scale: 0% DMSO, 100% iron-clioquinol control; Potency, µM (doses to about 46.1 µM), inactives show top-dose growth rescue, actives largely listed as activators; 410,000 compounds, 0.063% hits; AID 1347071; note: potency is the fitted concentration of half-maximal effect; nearly all actives have a fitted effect of over 55% in size
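Yeast growth medium received pinned compounds, then yeast cells expressing toxic A-beta were added; plates incubated at 30 C for 48 hr. Growth read as absorbance at 600 nm, normalized to DMSO and equimolar FeCl3 plus clioquinol controls.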
DRD3 antagonist: antagonists of human D3 dopamine receptor | P35462 | D3R cells, DiscoveRx beta-arrestin luminescence, antagonist mode; hits give low values | max response, negative = inhibition, % | 360,000 compounds, 2.5% hits; in the data active = max response below about -50%; inconclusive = no clear call, values can overlap the other calls; note: % is set by controls: 0 for no effect and ±100 for the full control effect; mostly tested at two doses, the higher about 12 µM
Target sequence (P35462 whole entry, looked up): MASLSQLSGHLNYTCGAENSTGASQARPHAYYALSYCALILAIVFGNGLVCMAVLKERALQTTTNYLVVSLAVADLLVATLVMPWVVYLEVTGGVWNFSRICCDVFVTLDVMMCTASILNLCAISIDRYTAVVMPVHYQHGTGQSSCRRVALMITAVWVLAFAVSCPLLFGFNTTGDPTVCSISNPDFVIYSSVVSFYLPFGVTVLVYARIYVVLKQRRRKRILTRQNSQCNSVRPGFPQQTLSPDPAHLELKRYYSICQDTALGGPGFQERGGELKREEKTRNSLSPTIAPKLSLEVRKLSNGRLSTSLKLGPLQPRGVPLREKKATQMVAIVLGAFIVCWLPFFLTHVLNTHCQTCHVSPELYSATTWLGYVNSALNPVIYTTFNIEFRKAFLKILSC
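Cells expressing the human receptor were seeded at 1500 cells/well, incubated overnight at 37 degrees C in 5% CO2, then exposed to library compounds with dopamine controls for 90 minutes at 37 degrees C before luminescent detection.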
GLP-1R inv ag: inverse agonists of human GLP-1 receptor; P43220; HEK293 GLP-1R CRE-luciferase, luminescence, 24 h; GLP-1R form is constitutively active; Potency, µM (titrated, usually from 38.3 µM), without a hit: at the highest dose activity change, negative = inhibition, usual class: inhibitors; 410,000 compounds, 1.6% hits; AID 624417; note: potency is the fitted concentration of half-maximal effect; % is set by controls: 0 for no effect and ±100 for the full control effect; nearly all actives have a fitted effect of over 55% in size
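HEK293 cells stably co-expressing a cAMP-responsive luciferase reporter and constitutively active GLP-1R were seeded, incubated 12 h, then exposed to compounds for 24 h at 37 C. Luminescence was read 12 min after detection reagent; inverse agonists lower signal.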
FUS suppressor: rescues growth of FUS-expressing yeast; Potency, µM (highest dose often 76.6 µM), without a hit: top-dose growth rescue (activation), most hits filed as activators; 390,000 compounds, 0.24% hits; S. cerevisiae FUS-expressing, growth rescue, OD600, 24 h;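 note: potency is the fitted concentration of half-maximal effect; plate controls were DMSO vehicle for no effect and reference control for full effect; nearly all actives have a fitted effect of over 55% in size; some results filed as inactive show a strong effect at the top dose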
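S. cerevisiae expressing FUS from galactose induction served as the toxicity model. Growth after 24hr at 30C, read as absorbance at 600 nm, indicates suppression of toxicity; compounds dosed at several concentrations.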
Active calls of the source: *; i = inactive; ? = inconclusive; · = not tested or not shown; & = joins results of further samples; [ ] = another dose, or the depositor's remark. Unless noted, calls come from the whole dose curve; as a rule, active = well fitted curve in the direction sought with a large enough effect; inconclusive = small, poorly fitted or top-dose-only effect, or another doubt; inactive = no such curve, though single readings can be large; an effect the other way counts as inactive or inconclusive. Some of the compounds tested; rates above refer to the full screens.

Values run as follows: GLP1R ag | aSyn rescue | pAkt inh | TDP43 rescue | PTHR1 ag | Abeta rescue | DRD3 antagonist | GLP-1R inv ag | FUS suppressor
1) Cc1ccccc1Nc1nc(N)nc(-c2oc3ccccc3c2C)n1
→ ? | 5% | i | ? | i | -9% | 12 | 3% | 14%
2) Cc1ccc(S(=O)(=O)CCC(=O)OCC(=O)Nc2cc(S(=O)(=O)N3CCOCC3)ccc2C)cc1
→ -10% | -1% | i | 28% | i | 0% | 9 | 1% | 0%
3) Cc1ccc(C2N(c3cccc(Cl)c3)C(=O)N3CCCN23)cc1 (stereo unspecified)
→ 8% | 10% | i | 23% | -20% | ? | 8 | ? | 23%
4) O=c1c(S(=O)(=O)c2ccc(Cl)cc2)cn(Cc2ccc(F)cc2)c2ccc(F)cc12
→ · | · | · | 3% | 14% | -9% | · | -15% | 3%
5) COc1cccc(C2N=C(c3ccccc3C)NO2)c1OC (stereo unspecified)
→ 23% | 2% | i | 19% | i | 3% | 12 | -3% | -2%
6) CCOC(=O)Nc1cc(N)ncn1
→ -8% | 1% | i | 27% | i | -7% | 8 | 13% | ·
7) O=C(COC(=O)c1cc(=O)[nH]c2ccccc12)NCc1ccccc1
→ -2% | 2% | i | 17% | i | -5% | -1 | 6% | 1%
8) O=C(CSc1nnnn1C1CCCCC1)N1CCCC1
→ 4% | -8% | i | -14% | 16% | -18% | 0 | 5% | ·
9) Cc1ccc(-c2nc(N3CCOCC3)sc2C(=O)N2CCCCC2)cc1
→ 28% | 8% | i | 0% | i | -8% | 7 | 4% | ·
10) Cc1cccc(-n2ncc3c(=O)[nH]c(SCC(=O)N4CC(=O)Nc5ccccc54)nc32)c1
→ 5% | -2% | i | 15% | i | -11% | 12 | 9% | -19%
11) O=C1Nc2ccccc2/C1=C/c1cnc(-c2ccccc2)[nH]1
→ -1% | -4% | i | 10% | -20% | -48%[inhibitor] | -1 | 4% | 26%
12) COc1ccccc1-c1cnc(C(O)c2c(C)cccc2C)[nH]1 (stereo unspecified)
→ 10% | 4% | i | 12% | -8% | -15% | -11 | -2% | 0%
13) Cc1cc2oc(C(=O)N(Cc3ccco3)C3CCS(=O)(=O)C3)cc(=O)c2cc1Cl (stereo unspecified)
→ 0% | -2% | i | 23% | -4%[57.5 µM] | -2% | -16 | -4% | 22%
14) Cc1ccc(NC(=O)CCC(=O)NNC(=O)c2ccco2)cc1C
→ -9% | 0% | i | -22% | i | -17% | -18 | 0% | 5%
15) CC(NC(=O)c1ccc(S(=O)(=O)C(F)F)cc1)c1ccccc1 (stereo unspecified)
→ -4% | 13% | i | 12% | i | 6% | 0 | 7% | 3%
16) CCOC(=O)c1ccc(NC(=O)c2cc3ccccc3o2)cc1
→ 16% | -14% | · | -8% | -21%[57.5 µM] | -3% | 26 | -23% | 20%
17) CC(Nc1nc(-c2ccc(F)cc2)cs1)c1nc2cc(C(F)(F)F)ccc2n1CCOCCO (stereo unspecified)
→ -5% | -5% | i | ? | -64%[inhibitor] | 12% | -12 | -3% | -4%
18) CCOc1ccc(C=NNc2ccc(S(=O)(=O)Nc3ccccc3C(=O)O)cc2[N+](=O)[O-])cc1OC
→ -9% | 1% | i | 14% | -1% | -8% | -12 | 3% | -20%
19) CCOC(=O)C(C(=O)OCC)=C1OC(=O)c2ccccc21
→ -7% | 1% | i | 4% | i | 9% | -2 | -6% | -6%
20) Cc1ccc2sc(NNC(=O)C3COc4ccccc4O3)nc2c1C (stereo unspecified)
→ -4% | -4% | i | 7.1µM* | -2% | -40%[inhibitor] | -1 | -27% | -5%
21) Cc1ccc(S(=O)(=O)NCCc2ccncc2)cc1C
→ 7% | 1% | i | -11% | i | -5% | -1 | 14% | -9%
22) CC(C)CCNC(=O)Cc1ccccc1[N+](=O)[O-]
→ -5% | -2% | i | -18% | -6% | -5% | -22 | -8% | -5%
23) Cc1cc([N+](=O)[O-])nn1CC(=O)N1N=C(C(F)F)CC1(O)C(F)F (stereo unspecified)
→ 3% | -1% | i | 1% | -17% | -17% | 2 | 0% | ·
24) CCOc1ccc(Br)cc1S(=O)(=O)Nc1cccc(S(=O)(=O)N(CC)CC)c1
→ 14% | 7% | i | -19% | -26% | -11% | 24 | ? | 24%
25) CC(C)CC(NC(=O)C1CCCCC1)C(=O)Nc1cccc(C(F)(F)F)c1 (stereo unspecified)
→ · | · | · | 24% | 8% | -10% | · | -11% | -23%
26) CCn1nnnc1SCCSc1nnnn1CC
→ 0% | 2% | i | -22% | i | -4% | -10 | 0% | -6%
27) COc1ccccc1CNC(=O)CCC1N=C2c3ccccc3N=C(SCC(=O)NCCc3ccc(OC)c(OC)c3)N2C1=O (stereo unspecified)
→ · | · | · | -12% | ? | -15% | · | 3% | 1%
28) Cc1ccc2nc(-c3ccc(NC(=O)COc4ccccc4)cc3)sc2c1
→ · | · | · | 17% | -59%[inhibitor] | 5% | · | -17% | -7%
29) COc1cc(C)ccc1OCCn1c(-c2ccc(Cl)cc2)nc2ccccc2c1=O
→ · | · | · | 11% | i | -16% | · | 4% | -10%
30) COc1cc(OC)cc(C(=O)OCC(=O)c2cc(C)n(CC3CCCO3)c2C)c1 (stereo unspecified)
→ 17% | 2% | i | 24% | -44%[inhibitor] | 5% | 38 | ? | 32%

Further entries
Values run as follows: GLP1R ag | aSyn rescue | pAkt inh | TDP43 rescue | PTHR1 ag | Abeta rescue | DRD3 antagonist | GLP-1R inv ag | FUS suppressor
31) CSc1ccc(C2C(C#N)=C(N)N(c3ccccc3)C3=C2C(=O)CCC3)cc1 (stereo unspecified)
→ -4% | 10% | i | 23% | -11% | 13% | -28 | 0% | ?
32) Cc1ccc(C(=O)NN=C2CCCCCC2)s1
→ 0% | -4% | i | 12% | ? | 4% | -9 | 6% | 14%
33) Cc1cc([N+](=O)[O-])nn1CC(=O)Nc1ccc(Cc2ccncc2)cc1
→ -5% | -5% | i | 5% | -32%[inhibitor] | -7% | 36 | 4% | -32%
34) CCOc1ccccc1NC(=O)c1cn(C2CCCC2)c(=O)c2c1c1ccccc1n2C
→ · | · | · | 13% | -3% | 7% | · | 13% | -15%
35) COc1ccccc1OCC(=O)NCCSCc1ccc(Cl)cc1
→ 6% | 10% | i | ? | -1% | -18% | 12 | ? | 8%
36) COc1ccc(OC)c(/C=C(\C#N)c2nc(-c3ccc(F)cc3)cs2)c1
→ · | · | · | 19% | -2% | 4% | · | 16% | -16%
37) COC(=O)c1cccn(CC(=O)c2ccc(Cl)cc2)c1=O
→ 1% | 5% | i | 17% | i | 1% | 7 | -3% | 3%
38) Cc1cc(C)cc(NC(=O)c2ccc(CNc3c(N4CCCC4)c(=O)c3=O)cc2)c1
→ 7% | -5% | i | -21% | -1% | -7% | -9 | 4% | 31%
39) CCOC(=O)c1c(-c2ccc(F)cc2)csc1NC(=O)CN1C(=O)NC2(CCCCC2C)C1=O (stereo unspecified)
→ 23% | 7% | i | 12% | -28% | 9% | 6 | 0% | ·
40) CCc1ccc2ncc(C(=O)c3ccc(C)c(C)c3)c(N3CCC(C(N)=O)CC3)c2c1
→ · | · | · | 12% | -11% | -5% | · | ? | -6%
41) COc1cccc(C(=O)NC(=S)Nc2ccc([N+](=O)[O-])cc2C)c1
→ 9% | -4% | i | 11% | i | 8% | 2 | 8% | ·
42) COc1ccc(S(=O)(=O)N2CCCCCC2)cc1C(=O)N(C)CC(=O)Nc1ccccc1Cl
→ -2% | 6% | i | 1% | -14% | 5% | 14 | 5% | 0%
43) C[C@@H]1CN([C@H](C)CO)C(=O)CCCn2cc(nn2)CO[C@H]1CN(C)S(=O)(=O)c1ccccc1F
→ 6% | 0% | i | 17% | -21% | -5% | -6 | 2% | -11%
44) Cc1cc(O)c(-c2cc(C(=O)NCCc3ccc(S(N)(=O)=O)cc3)[nH]n2)cc1C
→ 11% | -1% | i | 5% | -7% | 0% | 12 | 4% | 30%
45) O=C(COC(=O)CCOc1ccccc1)Nc1cc(S(=O)(=O)N2CCCCC2)ccc1Cl
→ -14% | 0% | i | -3% | -12% | 3% | -9 | -14% | 32%
46) COCCNC(=O)CN(C(=O)CCC(=O)Nc1ccccn1)c1ccc(F)cc1
→ 3% | -4% | i | 15% | -4% | -2% | 20 | 11% | -14%
47) CCCOc1ccc(C2C(C(=O)/C=C/c3ccco3)=C(O)C(=O)N2CCN2CCOCC2)cc1OC (stereo unspecified)
→ 0% | 2% | i | 2% | -12% | 0% | 10 | 2% | ?
48) CCOC(=O)[C@]12CCCC=C1N(Cc1ccc(Cl)cc1Cl)C(=O)[C@H](CC(=O)NCc1ccc(C)o1)C2
→ -1% | 11% | i | 2% | i | -2% | 10 | ? | ?
49) CC1CCC2(CC1)NC(=O)N(NC(=O)c1ccc(OC(C)C)cc1)C2=O (stereo unspecified)
→ -9% | -15% | i | -2% | i | 0% | -19 | -25% | 4%
50) COC(=O)Cn1ccc2cc(S(=O)(=O)N3CCCCC3)ccc21
→ -1% | 6% | i | 5%&18% | -1%&-8% | -13%&-10% | 8 | -16%&-6% | 1%&1%
51) COc1cccc(C(=O)NC(C)C(c2cccs2)N2CCOCC2)c1 (stereo unspecified)
→ -4% | -3% | i | 10% | -9% | -4% | 12 | 16% | -17%
52) CCn1cc(C(=O)N[C@@H](CC(C)C)C(=O)NCCCn2ccnc2)c(=O)c2cc3c(cc21)OCO3
→ 3% | -1% | i | -15% | -2% | -14% | -9 | 27% | 14%

Entries by screen from above:
Nos. 44–51 in GLP-1R inv ag: 4%, -14%, 11%, 2%, ?, -25%, -16%&-6%, 16%
Nos. 44–51 in FUS suppressor: 30%, 32%, -14%, ?, ?, 4%, 1%&1%, -17%
